GBA enhancer: GBA activity enhancers in patient fibroblasts, primary screen, cell-based; L444P Gaucher fibroblasts, 4-MU-glucoside fluorescence, 3 days; hit rate 0.44% among 30,000; activation, % at 10 µM; Lysosomal acid glucosylceramidase (Homo sapiens), P04062; AID 784, 2007; in the data active = activation above about 65%;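 note: 0% = vehicle wells and 100% = positive control wells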
Target sequence (P04062 whole entry L483P): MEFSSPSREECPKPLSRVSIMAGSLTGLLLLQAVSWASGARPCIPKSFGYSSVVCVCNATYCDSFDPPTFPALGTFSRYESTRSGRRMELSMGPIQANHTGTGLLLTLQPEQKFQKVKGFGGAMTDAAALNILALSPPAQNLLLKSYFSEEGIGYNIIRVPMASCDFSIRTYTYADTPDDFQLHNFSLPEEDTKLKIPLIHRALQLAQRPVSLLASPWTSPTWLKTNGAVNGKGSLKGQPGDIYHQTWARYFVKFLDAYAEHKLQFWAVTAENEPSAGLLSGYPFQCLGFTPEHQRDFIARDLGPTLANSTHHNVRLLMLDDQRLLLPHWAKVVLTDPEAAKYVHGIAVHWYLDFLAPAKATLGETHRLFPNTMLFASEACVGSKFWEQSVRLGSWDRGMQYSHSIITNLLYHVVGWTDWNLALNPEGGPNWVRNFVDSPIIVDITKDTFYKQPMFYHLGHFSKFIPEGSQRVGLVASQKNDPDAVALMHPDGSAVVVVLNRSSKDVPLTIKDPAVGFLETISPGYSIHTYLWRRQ
* hit, by the source's call. The list is partial. The share of hits here may be higher or lower than overall.

SMILES	GBA enhancer
CC1CCN(C(c2ccc(N(C)C)cc2)c2nnnn2Cc2ccc(F)cc2)CC1 (stereo not given)	43
CN1CCN2c3ccccc3Cc3ccccc3C2C1 (stereo not given)	-17
COc1ccc(-c2cn3c(C)c(C(=O)NC(C)C)sc3n2)cc1	13
CCn1c(SCC(=O)N2CCOCC2)nc2oc3c(Cl)cc(Cl)cc3c(=O)c2c1=O	-8
CCCC(c1nnnn1Cc1ccc(OC)cc1)N1CCC(C(N)=O)CC1 (stereo not given)	-11
NCCOc1ccccc1-c1ccccc1	-73
OC1CN=C2CCCc3c2n(c2ccc(Cl)cc32)C1 (stereo not given)	3
CCN(CC(=O)NCc1ccc(F)cc1)Cc1nc2ccccc2c(=O)[nH]1	-13
O=C(c1ccccc1)N(Cc1ccc(F)cc1)C1CCS(=O)(=O)C1 (stereo not given)	-58
COCCNC(=O)C1CCN(S(=O)(=O)N2CCC3(CC2)OCCO3)CC1	-17
OCCn1c(SCCOc2ccccc2F)nc2ccccc21	12
CCOC(=O)c1oc2ccc(S(=O)(=O)N3CCC(C)CC3)cc2c1C	-15
Cc1cc(C)nc(-n2nc(C)cc2NC(=O)c2cc(=O)c3ccccc3o2)n1	11
Cc1cc(C)nc(SCc2nc(N)nc(-c3ccccc3O)n2)n1	-31
COC(=O)c1ccc2c(=O)n(NC(C)=O)c(=S)[nH]c2c1	-42
O=S(=O)(Nc1nc2ccccc2nc1N1CCN(c2ccccn2)CC1)c1ccc(Cl)cc1	-7
COc1ccc(NC(=O)CSc2nnc(C(C)C)n2N)cc1	-24
Cc1cc(S(=O)(=O)NCc2ccc(S(N)(=O)=O)cc2)c(C)s1	-24
COc1cc(S(=O)(=O)N2CCN(c3ccccc3F)CC2)ccc1Cl	-4
CC(C)n1c(NCc2c[nH]c3ccccc23)nc2ccccc21	-23
COC(=O)c1ccccc1NC(=O)c1cccs1	-26
CC1S/C(=C(\C#N)C(=O)NCc2ccco2)N(c2ccc(F)cc2)C1=O (stereo not given)	1
CCn1c(=O)cc(OCC(=O)O)c2ccccc21	17
COc1ccc(Cc2nnc(NC(=O)c3c(-c4ccccc4)noc3C)s2)cc1OC	0
CC(=O)NCCc1ccc(S(=O)(=O)N(C)C2CCS(=O)(=O)C2)cc1 (stereo not given)	-6
CC(C)(C)NC(=O)CN(C(=O)C1(C)CC(=O)N=C2C=CC=CN21)C1CCCC1 (stereo not given)	12
COC(=O)c1ccc(Nc2cc(C)nc3ncnn23)cc1	-36
Cc1cccc2cc(COC(=O)C3CCCCC3)c(=O)[nH]c12	-16
COc1cc(NC(=O)C2CCCCC2)c(OC)cc1NC(=O)c1ccco1	-11
COC(=O)c1ccc(C(=O)OC)c(NC(=O)COC(=O)C23CC4CC(CC(O)(C4)C2)C3)c1	0
CCOC(=O)c1[nH]nc(-c2c(O)cc(C)cc2O)c1-c1csc(C)n1	-24
O=C(c1cnc(N2CCN(c3ncccn3)CC2)c2ccccc12)N1CCN(c2ccccn2)CC1	17
O=S(=O)(c1ccc(N2CC=C(c3ccccc3)CC2)nc1)N1CCCC1	-12
COc1ccc(C(=O)N2CCCN(C)CC2)cc1S(=O)(=O)N1CCCc2ccccc21	-4
CCOC(=O)NC1(NC2CCCCC2)Oc2ccccc2O1	-1
COC(=O)CCC(=O)Nc1ccc(Cl)c(Cl)c1	-20
COC(=O)COc1ccc(S(=O)(=O)NCCC2=CCCCC2)cc1C	-22
Cc1cccc2cc(CN(CC3CCCO3)C(=O)c3ccco3)c(=O)[nH]c12 (stereo not given)	-47
COc1ccc(CNC(=O)C2CCCN2C(=O)NC2CCCCC2)cc1 (stereo not given)	-7
Cn1c(C(=O)O)c(CC(=O)Nc2ccc3c(c2)OCCO3)c2ccccc21	-19
COc1ccc(C2CC(=O)C(C=NCCCN3CCOCC3)=C(O)C2)cc1 (stereo not given)	45
Cc1ccc(C(=O)Nc2ccc3c(c2)OCO3)cc1S(=O)(=O)N1CCCCC1	7
CCOC(=O)CN(C)Cc1c[nH]c2ccccc12	-8
COc1cccc(C(=O)N2CCN(Cc3cccc(F)c3)CC2)c1	-24
COc1ccc(CNC(=O)C2CCCN(c3nc4ccccc4o3)C2)c(OC)c1 (stereo not given)	-5
O=C(CSc1nnc(-c2ccc(Cl)cc2)o1)N1CCN(c2ccccc2)CC1	-2
Cc1nc2ccc(NC(=O)N3CCOCC3)cc2s1	-18
COc1ccc(OC)c2[nH]c(=O)c(CCNC(=O)CC(C)C)cc12	-42

In another format: 2 of the compounds above
Compound | GBA enhancer
CC1CCN(C(c2ccc(N(C)C)cc2)c2nnnn2Cc2ccc(F)cc2)CC1 (stereo not given) | 43
CN1CCN2c3ccccc3Cc3ccccc3C2C1 (stereo not given) | -17

Other structures follow:
SMILES	GBA enhancer
COc1cc(-c2nnc(SCc3ccccc3Cl)o2)cc(OC)c1OC	14
CCCC(=O)Nc1cc(-c2nnc(OC)c3ccccc23)ccc1N1CCOCC1	-3
Cc1ccc(S(=O)(=O)NCC(=O)NC2CCCC2)cc1	1
COC(=O)c1cccc(S(=O)(=O)N2CCC(NC(=O)Nc3cccc(F)c3)CC2)c1	-29
CCCc1cc(-c2n[nH]c(C)c2-c2ccc(C(=O)OCC)o2)c(O)cc1O	3
CN(C)c1ccc(/C=c2\sc3n(c2=O)CCCN=3)cc1	-41
O=C(NCc1ccco1)c1ccccc1Nc1ccc(F)cc1	-19
CC(=O)Nc1c(OC(C)=O)ccc2c(C)cc(=O)oc12	-43
O=S(=O)(c1cccc(-c2cn3cc(Cl)ccc3n2)c1)N1CCOCC1	4
O=C(CSc1nnc(-c2ccco2)n1CC1CCCO1)NC1CCCC1 (stereo not given)	-8
c1ccc(-n2cnnc2SCc2cn3ccsc3n2)cc1	-38
CC(=O)C1=C(C)Nc2ncnn2C1c1ccccc1OCc1ccccc1 (stereo not given)	4
c1ccc(-n2nnnc2SCc2cn3ccccc3n2)cc1	-42
COc1ccc(N=c2oc3c(OC)cccc3cc2C(=O)NCc2ccco2)cc1OC	13
COc1ccc(C(=O)NCC2OCCc3ccccc32)c(O)c1 (stereo not given)	-5
O=C(CSCc1cnn(-c2ccccc2)c1-n1cccc1)NCc1cccs1	-43
CCCC1=C(C(=O)OCC)C(c2ccc(O)cc2)n2ncnc2N1 (stereo not given)	36
O=C(O)CCC(=O)Nc1ccc2c(c1)oc1ccccc12	5
COc1ccc(-c2nc(-c3ccc(NC(=O)c4ccc(Br)o4)cc3)no2)cc1OC	-70
CC1CC(C)CN(CC(=O)Nc2ccc(S(N)(=O)=O)cc2)C1 (stereo not given)	-8
Cc1cc(NS(=O)(=O)c2ccc(NC(=O)C(C)N3C(=O)c4ccccc4C3=O)cc2)nc(C)n1 (stereo not given)	-4
C/C=C/Cn1c(SCc2ccccc2)nc2c1c(=O)[nH]c(=O)n2C	-19
COCCn1c(SCC#N)nnc1-c1ccccc1O	42
Cc1cccn2cc(CNC(=O)CC3CCCC3)nc12	-13
Cc1cc2c(cc(C(=O)NCCCN3CCOCC3)n2Cc2ccc(Cl)cc2)o1	0
COC(=O)c1ccc(CSc2nc3c(cnn3-c3ccccc3)c(=O)[nH]2)o1	6
CCOCCCNC(=O)CN1CCN(c2ccc(F)cc2)CC1	-11
N#Cc1ccccc1NC(=O)COC(=O)c1ccc(S(=O)(=O)N2CCCC2)cc1	-20
Cc1ncc2c(c1OC(=O)c1ccccc1)COC(C)(C)OC2	-17
Brc1ccccc1-c1nnc(COc2ncnc3c2cnn3-c2ccccc2)o1	-9
O=C(Nc1nc2c(Cl)cccc2s1)c1ccc(Br)o1	-2
CC(C)C(NS(=O)(=O)c1ccc(Br)s1)C(=O)O (stereo not given)	3
O=C(O)CNC1=NCCC1	-6
CN1C(=C2C(=O)OC(C)(C)OC2=O)Sc2ccccc21	-3
Cc1nc(NC(=O)c2cc3c(s2)CCCCC3)sc1C(=O)N(C)C	9
COc1ccc(NC(=O)N(C2CCCCC2)C(C)c2ccco2)c(OC)c1 (stereo not given)	12
Cc1c(C(=O)O)c2cc(O)ccc2n1-c1ccccc1	0
Fc1ccc(NCc2cn3ccccc3n2)cc1	4
Nc1nc(Nc2cccc(C(F)(F)F)c2)nc(C(F)(F)F)n1	23
CC1CC=C2C(C#N)=C(N)C(C#N)(C#N)C(c3cccs3)C2C1 (stereo not given)	-7
CCOC(=O)c1ccc(S(=O)(=O)n2c(CN3CCCCC3)nc3ccccc32)cc1	-38
CCOC(=O)c1ccc(S(=O)(=O)N2CCC(C(=O)OCC)CC2)cc1	-20
O=S(=O)(c1ccc(S(=O)(=O)N2CCN(Cc3ccccc3)CC2)cc1)N1CCOCC1	-41
Cc1ccc2cc3cc(C(=O)NCCCN4CCCCCC4)oc3nc2c1	9
O=C(NCCN1CCOCC1)c1ccncc1	-21
Cc1nc(SCC(=O)Nc2cccc(Cl)c2)n[nH]1	-6
Cc1ccc2cc(CN(CCN3CCCC3)C(=O)Nc3ccc(F)cc3)c(=O)[nH]c2c1C	-11
O=C1N=C(N2CCOCC2)CS1	10
O=C(CSc1nnc(COc2ccccc2)n1Cc1ccco1)c1ccc(F)cc1	-26
CCOC(=O)N1CCN(C(=O)CSc2nnc(-c3cc(OC)ccc3OC)o2)CC1	-8
COc1ccccc1-n1nnnc1SCc1ccccc1	-16
Cc1cc(NC(=O)Nc2ccc(F)c(Cl)c2)no1	-19
O=C(c1ccc2c(c1)OCCO2)C1CCN(C(=O)c2ccc(F)cc2)CC1	-19
O=C(NCc1ccccc1)N1CCC(c2nc3ccccc3[nH]2)CC1	-3
Cc1ccc(-c2ccc(OCC(=O)N3CCOCC3)cc2)cc1	3
O=C(Nc1ccc(F)cc1F)c1ccco1	-5
O=C(NC1CS(=O)(=O)CC1NCc1ccccc1)c1ccccc1 (stereo not given)	-29
COc1ccc(C2C3=C(CC(C)(C)CC3=O)N(CCN3CCOCC3)C3=C2C(=O)CC(C)(C)C3)cc1	-8
O=C(CC1Nc2ccccc2NC1=O)NC1CCCCC1 (stereo not given)	-1
Cc1nc(NCCCn2ccnc2)c2oc3ccccc3c2n1	38
The list continues:
SMILES	GBA enhancer
CCOCCCNC(=O)C1CCN(S(=O)(=O)CC)CC1	37
CS(=O)(=O)Nc1ccc([N+](=O)[O-])cc1Oc1ccccc1	1
Cc1nc2ncnn2c(C)c1CCC(=O)Nc1ccc(S(=O)(=O)N2CCCCCC2)cc1	-32
Cc1nc(CSc2nnc3scc(-c4ccccc4)n23)cs1	2
Cc1c(NS(=O)(=O)c2cccs2)c(=O)n(-c2ccccc2)n1C	-17
COc1ccc(CNC(=O)c2ccc(NS(=O)(=O)c3c(C)noc3C)cc2)cc1	13
CCOC(=O)N1CCC(NS(=O)(=O)c2ccc3c(c2)OCC(=O)N3)CC1	13
COCC(=O)Nc1nc2n(n1)C(c1ccc(OC)cc1)CC(c1ccc(OC)cc1)N2 (stereo not given)	-11
CCC(=O)N(c1ccc(F)cc1)C1C=CS(=O)(=O)C1 (stereo not given)	-16
COc1cccc(N2CCN(C3CC(=O)N(c4ccc(F)c(Cl)c4)C3=O)CC2)c1 (stereo not given)	-9
CC(C)Sc1nc(N2CCOCC2)c2c(c1C#N)CC(C)(C)SC2	2
COc1cccc(C(=O)N2CCCC(c3nc(-c4cccs4)no3)C2)c1 (stereo not given)	-32
CCSc1nc2c(c(=O)n1CC)SC(C)C2 (stereo not given)	-17
O=C(Nc1ccc2c(c1)OCO2)C1CCN(S(=O)(=O)c2cccc3cccnc23)CC1	13
S=c1[nH]c2ccc(Cl)cc2[nH]1	-14
CCn1ncc(Cl)c1C(=O)Nc1ccncc1	1
N#CC1=C2SCCN2C(=O)C(C#N)C12CCCCC2 (stereo not given)	34
COc1cccc(-c2nc3cc(C)ccc3o2)c1	-36
N=c1ccn(Cc2cccc(Cl)c2)cc1	-64
Cc1noc(C)c1CSc1nnc(-c2cc(Cl)ccc2Cl)n1N	-20
c1ccc(Cn2nnc3c(Nc4ccc5c(c4)OCO5)nc(C4CC4)nc32)cc1	-28
CNc1nn(-c2cccc(Cl)c2)nc1N	-1
CC(C)COC(=O)c1nnsc1NC(=O)Nc1ccccc1	-8
Cc1ccc(NC2=NCC(=O)N2Cc2ccc3c(c2)OCO3)c(C)c1	-38
O=C1c2ccccc2C(=O)N1CNc1ccccc1	5
CN1CCN(c2ccc(NC(=O)Cc3ccccc3)cc2)CC1	9
CC(=O)c1ccc2c(c1)Nc1ccccc1S2	71*
Cc1ccc(N2CC(C(N)=O)CC2=O)cc1C (stereo not given)	-18
CN(C)S(=O)(=O)c1ccc(C(=O)NCc2ccccc2)cc1	-3
O=C(O)CSC1CC(=O)N(c2cccc(Cl)c2)C1=O (stereo not given)	0
CCOc1ccccc1NC(=O)NC1CC2CCCC(C1)N2Cc1nnnn1CCc1ccccc1 (stereo not given)	-6
CCOC(=O)c1ccc(N=c2sc(C(=O)OC)cc(=O)n2C2CC2)cc1	-20
c1ccc(-c2ccc(-c3nc(-c4cccnc4)no3)cc2)cc1	-5

Structural class: the compounds so far with a Cl atom.
SMILES	GBA enhancer
CCn1c(SCC(=O)N2CCOCC2)nc2oc3c(Cl)cc(Cl)cc3c(=O)c2c1=O	-8
OC1CN=C2CCCc3c2n(c2ccc(Cl)cc32)C1 (stereo not given)	3
O=S(=O)(Nc1nc2ccccc2nc1N1CCN(c2ccccn2)CC1)c1ccc(Cl)cc1	-7
COc1cc(S(=O)(=O)N2CCN(c3ccccc3F)CC2)ccc1Cl	-4
COC(=O)CCC(=O)Nc1ccc(Cl)c(Cl)c1	-20
O=C(CSc1nnc(-c2ccc(Cl)cc2)o1)N1CCN(c2ccccc2)CC1	-2
COc1cc(-c2nnc(SCc3ccccc3Cl)o2)cc(OC)c1OC	14
O=S(=O)(c1cccc(-c2cn3cc(Cl)ccc3n2)c1)N1CCOCC1	4
Cc1cc2c(cc(C(=O)NCCCN3CCOCC3)n2Cc2ccc(Cl)cc2)o1	0
O=C(Nc1nc2c(Cl)cccc2s1)c1ccc(Br)o1	-2
Cc1nc(SCC(=O)Nc2cccc(Cl)c2)n[nH]1	-6
Cc1cc(NC(=O)Nc2ccc(F)c(Cl)c2)no1	-19
COc1cccc(N2CCN(C3CC(=O)N(c4ccc(F)c(Cl)c4)C3=O)CC2)c1 (stereo not given)	-9
S=c1[nH]c2ccc(Cl)cc2[nH]1	-14
CCn1ncc(Cl)c1C(=O)Nc1ccncc1	1
N=c1ccn(Cc2cccc(Cl)c2)cc1	-64
Cc1noc(C)c1CSc1nnc(-c2cc(Cl)ccc2Cl)n1N	-20
CNc1nn(-c2cccc(Cl)c2)nc1N	-1
O=C(O)CSC1CC(=O)N(c2cccc(Cl)c2)C1=O (stereo not given)	0

Screening results (PubChem)
